# CHRM5 PAM – human M5 muscarinic receptor positive allosteric modulators, primary screen, CHO-K1 cells, Fluo-8 calcium fluorescence; Muscarinic acetylcholine receptor M5 (Homo sapiens), P08912; CHO-K1 hM5, ACh EC20 PAM; 0% = ACh EC20, 100% = ACh EC100; activation, % at 3 µM; 360,000 compounds, 0.3% hits; AID 624038, 2012;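 active = activation above the run cutoff, the mean activation of all test compounds plus 3 SD, cut at about 18% in these data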
#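 Measured by: Fluo-8 calcium fluorescence; material: human M5 receptor in CHO-K1 cells; schedule: Post-acetylcholine fluorescence recording 140 s; benchmarks: low control EC20 acetylcholine (0%), high control EC100 acetylcholine (100%); read-out: Max/basal fluorescence ratio as % of EC20–EC100 ACh window; compound: single dose, 3 µM nominal final test concentration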
# M4 PAM – human M4 muscarinic receptor positive allosteric modulators, primary screen, CHO-K1 cells, Fluo-8 calcium fluorescence; activation, % at 3 µM; AID 624126, 2012; 360,000 compounds, 0.4% hits; Muscarinic acetylcholine receptor M4 (Homo sapiens), P08173; CHO-K1 hM4/Gqi5, ACh EC20; 0% = ACh EC20, 100% = maximal ACh;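 active = activation above its plate's cutoff, the mean activation of sample wells plus 3 SD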; note: some results filed as inactive read as strong as hits
# CHRM4 antagonist – human M4 muscarinic receptor antagonists, primary screen, CHO cells, Fluo-8 calcium fluorescence; CHO-hM4 cells, ACh EC80; inhibition, % at 3 µM; 360,000 compounds, 0.73% hits; AID 624125, 2012;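 active = inhibition above its plate's cutoff, the mean inhibition of sample wells plus 3 SD, cut at about 27% in these data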;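 note: 0% = acetylcholine EC80 with DMSO and 100% = DMSO without agonist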
# M5 ag – human M5 muscarinic receptor agonists, primary screen, CHO-K1 cells, Fluo-8 calcium fluorescence; activation, % at 3 µM; 360,000 compounds, 0.19% hits; CHO-K1 hM5 cells; 0% DMSO wells, 100% maximal acetylcholine response;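 active = activation above the run's mean over test compounds plus 3 SD, cut at about 23% in these data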;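 note: signal is peak over basal fluorescence ratio across the kinetic read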
# M5 antag – human M5 muscarinic receptor antagonists, primary screen, CHO cells, Fluo-8 calcium fluorescence. inhibition, % at 3 µM. CHO-hM5 cells, ACh EC80. AID 624040, 2012. 360,000 compounds, 0.59% hits. Muscarinic acetylcholine receptor M5 (Homo sapiens), P08912;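 active = inhibition above a per-plate cutoff, the mean of that plate's test compounds plus 3 SD, cut at about 27% in these data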;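 note: 0% = acetylcholine EC80 with DMSO and 100% = DMSO without agonist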
# IDE cell inh – human IDE inhibitors in live cells, primary screen, fluorescence polarization, HEK cells, FAbetaB substrate. inhibition, % at 5.59 µM. Insulin-degrading enzyme (Homo sapiens), P14735. 320,000 compounds, 0.41% hits. FAbetaB cleavage;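 active = percent inhibition above the average of all tested compounds plus 3 SD, set per screening campaign, cut at about 16% in these data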;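 note: IDE supplied by intact live HEK cells; FP after avidin binding of uncleaved biotin substrate so inhibition keeps polarization high; 0% = DMSO wells and 100% = 60 µM reference IDE inhibitor Ii1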
# Target sequence (P14735 whole entry, looked up): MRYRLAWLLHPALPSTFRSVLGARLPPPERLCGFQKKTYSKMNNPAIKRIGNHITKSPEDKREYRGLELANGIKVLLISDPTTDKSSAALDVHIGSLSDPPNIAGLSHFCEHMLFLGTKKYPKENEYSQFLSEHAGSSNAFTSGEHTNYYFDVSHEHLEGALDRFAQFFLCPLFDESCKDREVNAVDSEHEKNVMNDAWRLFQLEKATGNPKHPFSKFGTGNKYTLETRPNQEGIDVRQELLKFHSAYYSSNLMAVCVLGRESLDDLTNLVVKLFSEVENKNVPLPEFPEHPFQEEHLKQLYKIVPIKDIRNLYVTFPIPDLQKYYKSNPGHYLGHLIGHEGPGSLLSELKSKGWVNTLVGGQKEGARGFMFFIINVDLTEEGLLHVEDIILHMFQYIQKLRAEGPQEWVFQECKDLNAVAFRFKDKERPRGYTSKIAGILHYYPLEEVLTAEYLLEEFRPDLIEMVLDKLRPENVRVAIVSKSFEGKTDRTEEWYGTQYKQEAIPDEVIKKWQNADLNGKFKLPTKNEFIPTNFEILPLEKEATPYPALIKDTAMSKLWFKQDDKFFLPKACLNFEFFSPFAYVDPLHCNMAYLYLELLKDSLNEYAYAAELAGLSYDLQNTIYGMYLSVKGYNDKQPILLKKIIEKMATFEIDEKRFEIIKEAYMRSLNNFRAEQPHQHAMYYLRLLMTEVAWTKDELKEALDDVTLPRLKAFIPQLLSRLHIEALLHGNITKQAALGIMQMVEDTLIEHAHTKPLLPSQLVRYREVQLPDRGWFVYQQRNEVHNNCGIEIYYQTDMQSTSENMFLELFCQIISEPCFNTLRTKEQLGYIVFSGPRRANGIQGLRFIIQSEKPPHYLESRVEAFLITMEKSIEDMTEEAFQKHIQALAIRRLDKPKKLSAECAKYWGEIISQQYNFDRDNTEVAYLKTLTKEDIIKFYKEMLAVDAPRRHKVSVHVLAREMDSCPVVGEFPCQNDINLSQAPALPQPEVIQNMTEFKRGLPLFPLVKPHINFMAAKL
# CRFBP-R2 block – antagonists of CRF-BP/CRF-R2 complex, primary screen, cell-based, HEK293, calcium dye fluorescence, uHTS. CRF-induced calcium fluorescence. inhibition, % at 11.8 µM. 350,000 compounds, 0.59% hits;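 active = inhibition of the ligand-induced calcium signal above about 50% at the single tested concentration, limit read from the data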
# CHRM4 agonist – human M4 muscarinic receptor agonists, primary screen, CHO-K1 cells, Fluo-8 calcium fluorescence; CHO-K1 hM4/Gqi5; vehicle 0%, full acetylcholine response 100%; AID 624127, 2012; activation, % at 3 µM; Muscarinic acetylcholine receptor M4 (Homo sapiens), P08173; 360,000 compounds, 0.14% hits;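 active = activation above the run mean over all test wells plus 3 SD, cut at about 32% in these data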;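 note: peak over basal fluorescence ratio per well then scaled between controls; 0% = DMSO wells and 100% = acetylcholine at EC100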
# CRFR2-BP ag – agonists of CRF-BP/CRF-R2 complex, primary screen, cell-based, HEK293, calcium dye fluorescence, uHTS. CRF-binding protein / CRF receptor 2 complex (human). calcium dye fluorescence (FLIPR); percent of saturating CRF peptide response. activation, % at 13.2 µM. 350,000 compounds, 0.46% hits;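 active = activation of at least 50%, plus an integration ratio under a set limit after plate pattern correction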;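 note: plate controls were neutral control wells without compound for no effect and CRF at EC100 for full effect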
# An asterisk follows results filed as active; · = no result given.
SMILES,CHRM5 PAM,M4 PAM,CHRM4 antagonist,M5 ag,M5 antag,IDE cell inh,CRFBP-R2 block,CHRM4 agonist,CRFR2-BP ag
S=c1nc(-c2ccccc2)c(-c2ccccc2)n[nH]1,-3,2,2,2,1,-1,-12,1,0.8
Cc1ccc(C)c(N2CCN(C(=O)c3cc(S(=O)(=O)N4CCOCC4)cn3C)CC2)c1,-3,4,5,0,2,4,20,3,-2.7
Cc1noc(C(=O)Nc2cccnc2Cl)c1Cl,-1,0,-1,-5,4,·,-7,0,1.5
CCCOC1CCCN(C(=O)c2cc(Cl)c(Cl)cc2C(=O)O)C1 (stereo not given),-11,-6,9,25*,5,-1,8,3,1.9
CC(OC(=O)Cc1c[nH]c2ccccc12)C(=O)Nc1ccccc1[N+](=O)[O-] (stereo not given),-3,-1,2,-5,4,6,16,3,-2.6
CC(C)(C)NC(=O)CSc1nnc(NC(=O)CCn2cnc3ccccc3c2=O)s1,1,-2,-2,-1,-8,-2,-1,1,-0.3
Cc1cc(C)cc(N(CC(=O)NCCSCc2ccccc2)S(C)(=O)=O)c1,0,2,6,-1,-7,5,-2,2,-1.9
COCC1CCCCN1C(=O)c1ccc2nc(Cc3ccc(OC)c(OC)c3)oc2c1 (stereo not given),9,1,0,2,-20,-6,-4,2,0.8
C[C@H](O)[C@@H]1C(=O)N2CCc3c([nH]c4ccccc34)[C@@H]2C[C@@H]1N(C)C(=O)Nc1cccc2ccccc12,-1,-2,-8,2,3,·,·,4,·
Cc1ccc(CN2CCCC(C(=O)N3CCCC3)C2)cc1 (stereo not given),1,-4,4,-5,1,4,14,2,1.6
CCN(C(=O)c1ccco1)c1nnc(-c2cccnc2)s1,2,1,-6,-1,8,-4,1,1,-0.3
O=C(COc1ccccc1)N=C1SC2CS(=O)(=O)CC2N1CCc1ccccc1 (stereo not given),-3,-6,-5,-2,-4,-2,-10,2,3.8
CCN(CC)C(=O)Oc1ccc2c(=O)c(-c3ccc(OC)cc3)c(C)oc2c1,-5,1,-4,-7,2,5,-5,0,0.3
CCCn1c(N)c(Sc2ccc(Cl)cc2)c(=O)n(CCC)c1=O,3,13,-5,0,-5,3,9,-2,2.4
CCOC(=O)c1c(C)cc(=O)oc1C,4,0,2,-2,6,6,-6,0,-1.9
O=[N+]([O-])c1ccc2c(c1)c(-c1ccccc1)nc1nncn12,3,2,-2,-2,4,·,5,0,-3.8
CS(=O)(=O)N(CC(=O)NN=C1CCCCCC1)c1ccc(Oc2ccccc2)cc1,-3,-3,-6,-2,0,6,-12,1,0.6
CCCCc1nc(N2CCOCC2)c(C#N)c2c1CCCC2,6,3,4,0,-5,2,-13,-1,3.9
Cc1ccc(CNC(=O)c2ccccc2NS(=O)(=O)c2ccc(Cl)nc2)cc1,-14,-9,-2,7,12,-2,37,16,18
CC(C)n1c(=O)c2ccccc2n1Cc1cn(CCc2c[nH]c3ccccc23)nn1,5,-2,1,3,-6,·,·,2,·
Clc1cccc(Cc2c(-c3ccccc3)nc3c4ccccc4ccn23)c1,-7,-9,7,-4,-1,·,·,0,·
CC(C)(C)c1ccc(OCC(=O)O)cc1,16,10,-9,-6,-2,5,7,1,-1.6
CC(C)CNS(=O)(=O)c1cc(C(=O)N2CCOCC2)c(Cl)cc1Cl,5,26,8,3,-5,1,3,2,0.8
CS(=O)(=O)N(CC(=O)Nc1ccccc1C(=O)N1CCCC1)c1cccc([N+](=O)[O-])c1,0,0,-3,-5,-4,1,-5,3,-1.3
CCOc1ccc(C(=O)OCC(=O)NCCNC(=O)COC(=O)c2ccc(OCC)cc2)cc1,0,10,-4,1,-4,-5,-17,1,-0.4
Cc1cc(C)n(CC(=O)NCc2cc(-c3nn(C)c(=O)c4ccccc34)ccc2C)n1,-2,0,3,1,2,0,-4,2,0.9
Nc1cc(N)nc(SCC(=O)NNC(=O)Cc2ccccc2)n1,1,-1,3,-1,9,0,-1,1,0.1
COC(=O)c1sccc1-n1cc(C#N)c(=O)n(C)c1=O,1,-8,3,2,4,-9,4,0,-0.5
Cc1ccc(S(=O)(=O)N2CCN(C(=O)CSc3nccn3C)CC2)cc1,-1,11,1,-4,7,-3,-7,0,1.4
COc1cc(C)nc(NC(=O)NC(=O)c2ccc(C(F)(F)F)cc2)n1,-1,6,-14,-4,6,-1,-5,-1,0.3

# Given with values ahead of the structure: part of the list above
CHRM5 PAM,M4 PAM,CHRM4 antagonist,M5 ag,M5 antag,IDE cell inh,CRFBP-R2 block,CHRM4 agonist,CRFR2-BP ag,mol
-7,-9,7,-4,-1,·,·,0,·,Clc1cccc(Cc2c(-c3ccccc3)nc3c4ccccc4ccn23)c1
-1,6,-14,-4,6,-1,-5,-1,0.3,COc1cc(C)nc(NC(=O)NC(=O)c2ccc(C(F)(F)F)cc2)n1

# Other compounds.
SMILES,CHRM5 PAM,M4 PAM,CHRM4 antagonist,M5 ag,M5 antag,IDE cell inh,CRFBP-R2 block,CHRM4 agonist,CRFR2-BP ag
Cc1ccc(-c2nnc3sc(-c4ccncc4)nn23)cc1,-1,4,6,1,-3,-7,-4,0,-9.1
CCc1nnc(NS(=O)(=O)c2ccc(NCc3cc(Cl)ccc3O)cc2)s1,0,-6,-17,-5,11,0,7,3,1.0
C=CCn1c(NC(=O)c2ccccc2)nc2ccccc21,-12,-5,3,-2,-2,0,-12,-1,-0.1
CN1C(=O)CSc2ccc(NC(=O)NCc3ccco3)cc21,-4,-6,6,4,-3,-1,9,3,-2.4
COC(=O)[C@H](Cc1ccccc1)NC(=O)[C@@]1(C)C[C@@H]1[C@@H](NC(=O)OCc1ccccc1)c1ccccc1,-2,-3,-6,2,5,-5,-8,7,0.4
Cn1c(=O)c2cc(NC(=O)Nc3cccnc3)ccc2n1-c1ccc(C(C)(C)C)cc1,-3,1,-5,-1,6,·,·,2,·
FC(F)(F)c1cccc(NC(=S)N2CCCC2)c1,-4,5,-10,-1,2,-1,20,1,-2.5
O=C(NC1CC1)C1=C[C@@H](c2csc3ccccc23)C[C@@H](OCc2ccc(CO)cc2)O1,0,10,-2,-1,8,5,-4,5,0.3
COc1ccc(C(=O)NNC(=S)NC(=O)C(C)(C)C)cc1,-19,-30,8,27*,12,0,43,88*,127*
O=C(CSc1ccccn1)N1CCN(c2ccc(Cl)cc2)CC1,-4,7,-5,-2,-4,10,0,2,0.1
CCCC(=O)C1=C(O)C(C(=O)OC)C(C)(C)CC1=Nc1ccc(C)cc1 (stereo not given),-2,-2,-10,-3,-4,5,-7,1,-2.4
COc1cc(COc2ccc3c(C)c(CC(=O)O)c(=O)oc3c2C)cc(OC)c1OC,-8,-1,-10,0,8,-2,12,16,-2.0
Nc1ncnc2c1cnn2C1CCCCC1,-2,3,-6,-4,5,4,-2,1,0.2
O=C(Cc1ccccc1)NC1CCN(S(=O)(=O)c2cccc(F)c2)CC1,-1,-1,8,1,-3,-1,-23,2,-0.3
COC(=O)c1cccc(NC(=O)C23CC4CC(C2)CC(n2cncn2)(C4)C3)c1,5,-5,1,1,-2,5,14,2,1.6
CN(C1CCCCC1)S(=O)(=O)c1ccccc1,-7,-9,12,-4,6,-4,24,-1,-0.4
Cc1ccccc1NC(=O)CSCCO,0,2,-5,-1,9,-4,8,0,-0.1
O=C(NCCC1=CCCCC1)C1CCCN(S(=O)(=O)c2ccccc2)C1 (stereo not given),-5,-4,6,1,7,3,-15,2,-5.8
CCCOc1ccc(CCC(=O)N/N=C/c2ccc([N+](=O)[O-])o2)cc1,-6,6,-12,4,4,4,-3,5,0.3
O=C(Nc1ccc2c(c1)C(=O)c1ccccc1-2)c1ccccc1,0,6,7,3,1,·,6,2,0.0
CCOC(=O)NC(Nc1ccc(S(N)(=O)=O)cc1)(C(=O)OCC)C(F)(F)F (stereo not given),0,20,-16,2,-9,-2,-14,1,2.1
Nc1ccc2oc3ccc(N)cc3c(=O)c2c1,1,5,-3,-1,0,4,-7,0,8.3
Cc1cc(-c2n[nH]c(=S)n2-c2ccccc2)nn1C,-1,-1,1,-3,0,8,-5,0,6.3
O=C(Nc1cccc(-c2cn3ccccc3n2)c1)C1CC1,-1,-1,2,0,-2,-6,7,2,-2.1
COc1ccc(Nc2nc(N3CCCC3)c3ccccc3n2)cc1,-4,1,6,-2,6,2,-8,5,3.1
Cc1nn(-c2ccccc2)nc1C(=O)NNC(=O)c1ccc(C(F)(F)F)cc1,4,-4,-7,-2,6,7,-1,2,-5.8
CC1=C(C(=O)NCCCOC(C)C)C2(CCC(C)CC2)OC1=O (stereo not given),-2,1,1,2,1,0,-4,1,2.5
Cc1cc(OCC(=O)Nc2ccccc2N2CCCCC2)ccc1C(C)C,0,1,3,-4,11,-1,-16,0,0.3
Cc1ccc(-n2c(SCC(=O)N3CC(=O)Nc4ccccc43)nc3ccccc3c2=O)cc1C,-13,-8,-2,9,7,-6,-27,12,-0.5
O=S(=O)(c1ccc2ccccc2c1)N1CCN(CCO)CC1,5,-1,1,-2,4,-3,-12,1,-0.2
COc1ccc(CCNc2ccc(C(=O)O)cc2[N+](=O)[O-])cc1OC,-1,-2,-11,-6,1,-1,-17,3,-2.7
COC(=O)c1ccc2[nH]c(CO)c(-c3ccccc3)c2c1,-10,-1,-2,2,19,4,0,2,0.1
Cc1cc(=O)oc2cc(OC(C)C(=O)NCc3ccccn3)ccc12 (stereo not given),0,0,-9,-2,-3,3,-3,-1,5.5
c1ccc(Nc2c(-c3ccco3)nc3ccccn23)cc1,-8,-7,-11,-4,-6,0,-24,1,-0.5
F[B-](F)(F)c1cc2ccccc2s1,-1,9,-12,1,-5,·,-2,1,-1.9
COC(=O)c1ccc(S(=O)(=O)N2CCN(C(c3ccccc3)c3ccccc3)CC2)n1C,15,-5,-5,-1,-6,6,-12,-1,2.3
Clc1nc(-c2ccccc2)c2ccccc2n1,-2,-6,2,1,7,-3,9,-1,-0.5

# Sorted by molecular weight (low to high): some entries from above.
SMILES,CHRM5 PAM,M4 PAM,CHRM4 antagonist,M5 ag,M5 antag,IDE cell inh,CRFBP-R2 block,CHRM4 agonist,CRFR2-BP ag
F[B-](F)(F)c1cc2ccccc2s1,-1,9,-12,1,-5,·,-2,1,-1.9
c1ccc(Nc2c(-c3ccco3)nc3ccccn23)cc1,-8,-7,-11,-4,-6,0,-24,1,-0.5
O=S(=O)(c1ccc2ccccc2c1)N1CCN(CCO)CC1,5,-1,1,-2,4,-3,-12,1,-0.2
Cc1cc(=O)oc2cc(OC(C)C(=O)NCc3ccccn3)ccc12 (stereo not given),0,0,-9,-2,-3,3,-3,-1,5.5
COC(=O)c1ccc(S(=O)(=O)N2CCN(C(c3ccccc3)c3ccccc3)CC2)n1C,15,-5,-5,-1,-6,6,-12,-1,2.3
Cc1ccc(-n2c(SCC(=O)N3CC(=O)Nc4ccccc43)nc3ccccc3c2=O)cc1C,-13,-8,-2,9,7,-6,-27,12,-0.5

# Screening results: PubChem, several laboratories
